Compound activity as filed in PubChem BioAssay.
Smad3 inh: inhibitors of human Smad3 transcription factor binding; inhibition, % at 25 µM; TR-FRET Smad3/Dy647-FoxH1 peptide binding, europium anti-His; P84022; 88,000 tested, 0.29% active;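 active = compounds that reduce the energy-transfer binding signal between the protein and its labelled peptide by more than half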;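 note: 0% = Smad3 plus labelled peptide maximal FRET and 100% = peptide-only background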
Target sequence (P84022 whole entry, looked up): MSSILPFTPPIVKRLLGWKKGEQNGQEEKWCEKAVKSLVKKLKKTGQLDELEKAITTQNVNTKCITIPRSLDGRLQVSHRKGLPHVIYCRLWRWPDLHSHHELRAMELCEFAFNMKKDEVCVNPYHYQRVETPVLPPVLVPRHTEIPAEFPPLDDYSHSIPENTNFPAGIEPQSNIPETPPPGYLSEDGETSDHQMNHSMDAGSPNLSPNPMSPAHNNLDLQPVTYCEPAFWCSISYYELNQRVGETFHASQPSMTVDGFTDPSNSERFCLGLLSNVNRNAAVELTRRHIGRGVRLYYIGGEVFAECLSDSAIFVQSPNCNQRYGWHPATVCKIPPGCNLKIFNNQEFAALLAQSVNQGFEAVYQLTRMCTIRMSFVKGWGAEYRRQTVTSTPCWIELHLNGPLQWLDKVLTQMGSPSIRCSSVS
CD11b adhes enh: increases human CD11b/CD18 adhesion to fibrinogen | 93,000 tested, 0.07% active | activation, % at 10 µM | P05107+P11215 | AID 1499 | K562 CD11b/CD18 adhesion to fibrinogen, ATPlite luminescence;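 active = 10 µM primary screen giving 50% or more activity, confirmed by 40% or more on retest at that dose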; note: strong numbers were not always called active; reference of the scale not given here
Calb biofilm kill: kills Candida albicans biofilms | C. albicans biofilm + clotrimazole, Alamar Blue | inhibition, % at 6 µM | 85,000 tested, 0.14% active;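 active = inhibition above 20%; inactive = inhibition below 20%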;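 note: preformed 24 hr biofilms exposed to compound for 48 hr; 0% = biofilm without compound and 100% = blank killed by clotrimazole plus chlorhexidine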
MT1-MMP txn act: MT1-MMP promoter transcription activation | HT1080 MT1-MMP promoter luciferase reporter, luminescence, overnight; hits give high values | 86,000 tested, 0.16% active | AID 750 | activation factor at 10 µM;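 active = activation factor of at least 2 for MT1-MMP transcription at 10 µM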
sEH act: increases human soluble epoxide hydrolase activity | P34913 | purified human sEH enzymatic activity, activator screen | activation, % at 2 µM | 91,000 tested, 0.04% active | AID 717; in the data active = activation above about 37%; note: values of inactives mirror those of a sister screen read the other way
Mac1 fbg inh: blocks human CD11b/CD18 adhesion to fibrinogen; K562 CD11b/CD18 adhesion to fibrinogen, ATPlite luminescence; Mn2+ added to activate the integrin; 93,000 tested, 0.54% active; inhibition, % at 10 µM; P05107+P11215;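 active = primary inhibition of 50% or more at 10 µM, then 40% or more on retest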; note: some results filed as inactive read as strong as hits
ERa SRC1 pot: enhances coactivator binding to human estrogen receptor alpha. AID 639. TR-FRET ERalpha-LBD/SRC-Cy5 coactivator binding, 2 h; 100 = basal binding, no effect. P03372. coactivator binding (% of control), % at 25.6 µM. 86,000 tested, 1.3% active; in the data active = activity above about 200%;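 note: binding measured in presence of low estradiol as agonist stimulus; 0% = peptide alone without receptor and 100% = receptor with peptide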
ERb coact inh: blocks coactivator binding to human estrogen receptor beta; Q92731; TR-FRET ER-beta LBD / SRC1-Cy5 peptide binding; receptor agonist-loaded with 1 µM estradiol; inhibition, % at 25.6 µM; 86,000 tested, 1.3% active;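 active = compounds whose percent inhibition of the receptor-coactivator binding signal exceeds about 50% in the single-dose screen, limit read from the data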;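 note: 0% = receptor plus peptide wells without compound and 100% = peptide-only wells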
sEH inhibitor: soluble epoxide hydrolase (human) inhibition | inhibition, % at 2 µM | P34913 | recombinant human sEH enzymatic activity assay | 91,000 tested, 0.34% active; in the data active = inhibition above about 80%; note: values of inactives mirror those of a sister screen read the other way; many of its hits are not listed in these tables
* marks the source's active call; other numbers are inactive results; / = not tested or not shown; [ ] = remark or other dose. Some of the compounds tested; the hit share may differ from the screen's.

Values in the order – Smad3 inh, CD11b adhes enh, Calb biofilm kill, MT1-MMP txn act, sEH act, Mac1 fbg inh, ERa SRC1 pot, ERb coact inh, sEH inhibitor
1. COC(=O)CSC1=C(C#N)C(c2ccc(F)cc2)CC(=O)N1 (stereo unspecified)
  -21[fluorescence artefact?], -1, 1, 1.1, 10, 4, 101, -1[fluorescence artefact?], -8
2. O=C(NC1=NCCS1)c1nc(-c2ccccc2)n(-c2ccccc2)n1
  /, 2, /, 1.2, -3, 2, /, /, 5
3. O=C1c2ccccc2S(=O)(=O)N1CC(O)Cn1c2ccccc2c2ccccc21 (stereo unspecified)
  -4, -1, 3, 1.2, -3, 8, 107, -1, 6
4. O=C(C1CCN(S(=O)(=O)c2cccnc2)CC1)N1CCN(c2cccc(Cl)c2)CC1
  -4, 0, 7, /, 2, 2, 103, 1[fluorescence artefact?], -3
5. COC(=O)c1ccsc1NC(=O)CN1C(=O)CCC1=O
  -2, /, 5, 1, /, /, 96, -4, /
6. O=C(CSc1nnnn1-c1cccnc1)NCc1cccs1
  8, -1, 2, 1.2, -7, -6, 112, -1, 7
7. Cc1cc(=O)[nH]c(SCc2cccc(Br)c2)n1
  3, -1, 8, /, 8, 3, 103, -1, -6
8. O=C(Nc1cc(=O)[nH]c2ncnn12)c1ccccc1Cl
  9, -1, 13, 1.3, -2, 3, 78, 3, 4
9. NC(=O)Cn1cc(C(=O)c2cccs2)c2ccccc21
  /, -4, /, /, 3, -1, /, /, -4
10. COc1ccc(OC)c(NC(=O)Nc2nnc(N3CCC(C)CC3)s2)c1
  5, /, 4, 1.1, /, /, 120, -6[fluorescence artefact?], /
11. CS(=O)(=O)N(Cc1ccccc1)c1ccc(C(=O)N2CCOCC2)cc1
  3, -2, 9, 1.2, 2, -16, 95, -15[fluorescence artefact?], 4
12. CCC1CCCCN1Cc1nc2c(c(=O)n(C)c(=O)n2C)n1Cc1cccc2ccccc12 (stereo unspecified)
  -7, 3, 0, 1.1, /, -2, 97, -5[fluorescence artefact?], /
13. Cc1ccc(OCC(=O)Nc2cccc3nsnc23)c(C)c1
  11[fluorescence artefact?], 10, 0, 1.7, 6, -8, 130[fluorescence artefact?], 11, -4
14. O=C(c1cc(S(=O)(=O)N2CCOCC2)c(Cl)cc1Cl)N1CCCCC1
  6[fluorescence artefact?], 1, 9, 1.1, 5, -19, 105[fluorescence artefact?], -9, -4
15. Oc1ccc(NCc2ccccc2OCc2ccccc2F)cc1
  /, -4, /, /, -20, 30, /, /, 22
16. Cc1c(CN(C)C)c2c(n1Cc1ccccc1)C(=O)c1ccccc1-2
  3[fluorescence artefact?], 0, 4, /, -3, 13, 116[fluorescence artefact?], -20, 1
17. CCc1ccc(CCC(=O)Nc2ccc(C(C)=O)cc2)o1
  0, /, 5, 1.1, -1, /, 101, -15, 2
18. COC(=O)c1ccc(C(=O)OC)c(NC(=O)COC(=O)C23CC4CC(CC(O)(C4)C2)C3)c1
  8, -1, -1, 1.1, 5, -13, 114, -2[fluorescence artefact?], -7
19. Cc1ccccc1NC(=O)c1cc(=O)c2ccccc2o1
  /, 1, /, /, 0, -3, /, /, -2
20. COc1cc(OC)cc(-c2nc3nc(C)c(CCC(=O)NCc4ccco4)c(C)n3n2)c1
  13, -5, 7, 1.3, -6, -12, 128, -7, 7

The final 5 records of the section before open the next one:
Values in the order – Smad3 inh, CD11b adhes enh, Calb biofilm kill, MT1-MMP txn act, sEH act, Mac1 fbg inh, ERa SRC1 pot, ERb coact inh, sEH inhibitor
16. Cc1c(CN(C)C)c2c(n1Cc1ccccc1)C(=O)c1ccccc1-2
  3[fluorescence artefact?], 0, 4, /, -3, 13, 116[fluorescence artefact?], -20, 1
17. CCc1ccc(CCC(=O)Nc2ccc(C(C)=O)cc2)o1
  0, /, 5, 1.1, -1, /, 101, -15, 2
18. COC(=O)c1ccc(C(=O)OC)c(NC(=O)COC(=O)C23CC4CC(CC(O)(C4)C2)C3)c1
  8, -1, -1, 1.1, 5, -13, 114, -2[fluorescence artefact?], -7
19. Cc1ccccc1NC(=O)c1cc(=O)c2ccccc2o1
  /, 1, /, /, 0, -3, /, /, -2
20. COc1cc(OC)cc(-c2nc3nc(C)c(CCC(=O)NCc4ccco4)c(C)n3n2)c1
  13, -5, 7, 1.3, -6, -12, 128, -7, 7
21. CC(C)(C)c1ccc(C(=O)CS(=O)(=O)c2ccccc2)cc1
  /, 0, /, /, 7, 30, /, /, -5
22. NC(=O)C1CCN(C2CC(=O)N(Cc3cccs3)C2=O)CC1 (stereo unspecified)
  -5, 0, 7, 1.2, 7, 2, 91, -1, -9
23. COC(=O)c1ccc(Oc2ccc3nnc(C)n3n2)cc1
  7, -6, -3, 1.1, /, -17, 118, -7, /
24. Cc1ccc(C(=O)Oc2csc(=S)n2C(=O)c2ccc(C)cc2)cc1
  -13, -3, 6, /, 7, -17, 76, -10, -5
25. CC12CN(C(=O)c3ccccc3)C3(C#N)CC1CCC23C (stereo unspecified)
  -1, 5, 12, 1.1, 14, 8, 117, 10, -10
26. COC(=O)C1=C(N)Oc2cc(C)n(Cc3cccnc3)c(=O)c2C1c1ccc(OC)c(OC)c1OC (stereo unspecified)
  1, -6, 6, 1, 12, 13, 117, 3, -11
27. CCc1ccc2[nH]c(=O)c(CN(Cc3ccccc3OC)Cc3nnnn3Cc3ccco3)cc2c1
  5, /, 5, 1.1, 5, /, 143, 16, -6
28. CC(C)OCCCN1CN(S(=O)(=O)c2ccccc2)c2nc3ccccc3nc21
  -3, 12, -2, 1.2, -15, 6, 106, -2, 17
29. CCC(CC)c1nnc(NC(=O)CCN2C(=O)c3ccccc3C2=O)s1
  6, -1, 9, 1.1, -17, -12, 105, 1, 18
30. CCc1cccc(C)c1NC(=O)CSc1nc2ccc(N3C(=O)c4ccccc4C3=O)cc2s1
  /, -3, /, /, -4, -5, /, /, 6
31. CCCOc1ccc(C2NC(=O)NC(c3ccccc3)=C2C(C)=O)cc1OCC (stereo unspecified)
  -14, -4, 6, 1.1, 5, 15, 103, -5, -7
32. CCN(C(=O)CSc1nc2nc(C)cc(C)n2n1)c1ccccc1
  -6, -3, 1, 1.1, 11, -12, 131, -6[fluorescence artefact?], -12
33. CCN(CC)CCCN(C(=O)c1cccs1)c1nc(-c2ccc(OC)cc2)cs1
  4, 0, 9, 1.1, 1, 30, 98, -29, 0
34. Cc1oc(-c2ccccc2F)nc1CS(=O)CC(=O)NCc1cccs1 (stereo unspecified)
  5, 2, 17, 1.1, /, -14, 105[fluorescence artefact?], -17, /
35. CCOC(=O)c1ccccc1NC(=O)COC(=O)C1=COCCO1
  -6, -3, 6, 1.4, -15, -28, 114, -7, 16
36. Cn1c(Cn2c(=O)sc3ccccc32)nnc1SCc1ccccn1
  -6, 0, -1, 1, 14, 3, 132, -10, -18
37. COC(=O)c1ccc(Sc2ccccc2NS(=O)(=O)c2ccc(NC(C)=O)cc2)nc1
  /, 4, /, /, -1, -10, /, /, 4
38. O=C(NCCCn1ccnc1)C(F)(F)C(F)(F)C(=O)NCCCn1ccnc1
  2, -2, 10, 1.2, -15, 5, 118, -6[fluorescence artefact?], 16
39. CCS(=O)(=O)N1CCN(C2CCC(C)CC2)CC1 (stereo unspecified)
  /, -4, /, 1, -3, -40, /, /, 4
40. COc1ccc(C(CNC(=O)c2ccc(S(=O)(=O)N3CCOCC3)cc2)N2CCCCC2)cc1 (stereo unspecified)
  1, /, 7, 1.3, 2, /, 85, 1, 0
41. Cc1sc(NC(=O)CSc2nnnn2C2CCCCC2)c(C#N)c1C
  /, -3, /, /, -8, -24, /, /, 9
42. Cc1ccc(-n2ncc3c(N4CCN(c5ccc(F)cc5)CC4)ncnc32)c(C)c1
  5, -2, /, 1.1, -5, 40, 122, -1, 10
43. C=CCn1cnc2c(c1=O)c1nc3ccccc3nc1n2-c1ccc(Cl)cc1
  0, /, 11, 1.1, /, /, 99, 13[fluorescence artefact?], /
44. CCCC1c2ccc(C)n2CCN1C(=O)Nc1ccccc1Cl (stereo unspecified)
  8, /, 4, 1.7, /, /, 102, -5, /
45. Fc1ccc(-c2[nH]ncc2-c2nnnn2-c2ccccc2)c(F)c1
  /, -3, /, /, 20, 9, /, /, -19
46. Cc1cc(C)c2c(N)c(-c3nc4ccccc4[nH]3)sc2n1
  -18, -3, 0, 1.9, -3, 2, 98[fluorescence artefact?], -12, 6
47. O=C1c2ccccc2C(O)(Cc2ccccc2)N1Cc1ccco1 (stereo unspecified)
  20, /, -4, 1, 13, /, 118, -7, -11
48. O=S(=O)(Cc1ccccc1)N1CCN(c2ccccc2)CC1
  -6, /, 0, 1.1, -14, /, 113[fluorescence artefact?], -6, 14
49. COC(=O)c1nonc1NCn1nnc2ccccc21
  1, /, 4, 1.1, -4, /, 108, 2, 7

Record cards (already shown).
Cc1sc(NC(=O)CSc2nnnn2C2CCCCC2)c(C#N)c1C is entered as Smad3 inh: /; CD11b adhes enh: -3; Calb biofilm kill: /; MT1-MMP txn act: /; sEH act: -8; Mac1 fbg inh: -24; ERa SRC1 pot: /; ERb coact inh: /; sEH inhibitor: 9
COC(=O)c1nonc1NCn1nnc2ccccc21 is entered as Smad3 inh: 1; CD11b adhes enh: /; Calb biofilm kill: 4; MT1-MMP txn act: 1.1; sEH act: -4; Mac1 fbg inh: /; ERa SRC1 pot: 108; ERb coact inh: 2; sEH inhibitor: 7
